Compound activity: PubChem, several laboratories
ABCB1 block = ABCB1 efflux pump inhibitors, primary screen, cell-based, multiplex, flow cytometry, ABCG2 counter-screen; ATP-dependent translocase ABCB1 (Homo sapiens), P08183; CCRF-Adr cells, JC-1 efflux; inhibition, % at 6.6 µM; actives 0.067% (n = 190,000); in the data active = inhibition above about 40%;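 also: 0% = vehicle and 100% = reference inhibitor; higher value means more JC-1 retained so stronger ABCB1 efflux block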
ABCG2 inh = ABCG2 efflux pump inhibitors, primary screen, multiplex with ABCB1, IgMXP3 cells, flow cytometry. Broad substrate specificity ATP-binding cassette transporter ABCG2 (Homo sapiens), Q9UNQ0. JC-1 efflux. inhibition, % at 6.6 µM. actives 0.1% (n = 190,000);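 active = inhibition above 80%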;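 also: 0% = DMSO and 100% = nicardipine control wells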
Target sequence (Q9UNQ0 whole entry, looked up): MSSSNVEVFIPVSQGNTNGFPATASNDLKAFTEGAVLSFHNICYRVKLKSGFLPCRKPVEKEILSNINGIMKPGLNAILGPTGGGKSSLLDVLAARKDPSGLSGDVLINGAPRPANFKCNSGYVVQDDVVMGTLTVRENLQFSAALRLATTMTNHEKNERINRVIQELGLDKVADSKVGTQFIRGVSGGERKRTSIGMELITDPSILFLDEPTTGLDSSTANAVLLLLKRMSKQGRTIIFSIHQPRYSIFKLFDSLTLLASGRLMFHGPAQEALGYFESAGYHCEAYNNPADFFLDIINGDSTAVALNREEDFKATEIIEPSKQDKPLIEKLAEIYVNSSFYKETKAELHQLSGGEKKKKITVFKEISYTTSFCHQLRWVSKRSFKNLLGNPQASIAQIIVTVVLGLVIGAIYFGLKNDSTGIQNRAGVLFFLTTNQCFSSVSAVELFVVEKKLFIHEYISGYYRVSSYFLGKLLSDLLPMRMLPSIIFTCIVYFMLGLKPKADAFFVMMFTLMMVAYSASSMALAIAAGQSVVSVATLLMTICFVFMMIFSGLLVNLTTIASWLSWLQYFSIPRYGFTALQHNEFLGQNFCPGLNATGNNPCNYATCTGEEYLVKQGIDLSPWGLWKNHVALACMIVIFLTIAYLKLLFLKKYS
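Times: 10 min at 25 °C | Test system: Two drug-resistant human cell lines, ABCG2 and ABCB1 | Quantity: 3 million cells/mL final, two lines in 1:1 ratio | Signal: Flow cytometry, 530 nm JC-1 signal | Dosing: Compound at 6.6 µM | Controls: Nicardipine and DMSO wells | Reagent: JC-1 as fluorescent efflux pump substrate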
Mcl1 Noxa PPI = Mcl-1/Noxa binding inhibitors, primary screen, biochemical, TR-FRET, 1536-well; Induced myeloid leukemia cell differentiation protein Mcl-1 (Homo sapiens), Q07820; TR-FRET Mcl-1/Noxa peptide binding, 2 h; inhibition, % at 21.7 µM; actives 1.5% (n = 220,000);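 active = compounds that cut the protein-peptide binding signal by more than 50% relative to plate controls in a single-dose test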;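 also: His-tagged Mcl-1 with rhodamine Noxa BH3 peptide and terbium anti-His antibody; 0% = Mcl-1 plus Noxa peptide wells and 100% = peptide-only wells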
Avidin bead fluor = green autofluorescence of compounds with avidin beads – biophysical, 488/530 nm, flow cytometry, artefact control, profiling panel | actives 0.38% (n = 220,000) | AID 1775, 2009 | compound fluorescence 488/530 nm; hits give high values | fluorescence (KMESF) at 10 µM; in the data active = fluorescence above about 47; also: inactives centre near 10
RGS7-Gao reg = RGS7-Galphao binding modulators, primary screen, biochemical, multiplexed bead flow cytometry | Guanine nucleotide-binding protein G(o) subunit alpha (Homo sapiens), P09471 | actives lie on both sides | binding response (% of control), % at 10 µM | actives 0.35% (n = 220,000) | AID 1439, 2008; in the data active = binding response below about 49% or above about 150%; inconclusive = no clear call, values can overlap the other calls; inactive = in between;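 also: fluorescent Galphao held in activated GDP-AlF4 state binding bead-coupled RGS7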
Target sequence (P09471 whole entry, looked up): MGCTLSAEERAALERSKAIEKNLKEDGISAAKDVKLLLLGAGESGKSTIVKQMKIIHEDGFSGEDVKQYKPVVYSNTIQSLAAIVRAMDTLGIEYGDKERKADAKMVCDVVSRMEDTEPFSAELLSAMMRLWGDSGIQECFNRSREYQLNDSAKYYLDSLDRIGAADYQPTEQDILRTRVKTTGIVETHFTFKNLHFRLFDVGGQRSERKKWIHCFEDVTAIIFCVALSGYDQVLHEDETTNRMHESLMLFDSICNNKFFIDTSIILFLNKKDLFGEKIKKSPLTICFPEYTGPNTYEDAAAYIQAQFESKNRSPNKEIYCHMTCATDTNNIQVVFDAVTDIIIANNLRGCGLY
RGS8-Gao reg = RGS8-Galphao binding modulators, primary screen, biochemical, multiplexed bead flow cytometry. actives lie on both sides. actives 0.34% (n = 220,000). Guanine nucleotide-binding protein G(o) subunit alpha (Homo sapiens), P09471. response (percent of control binding), % at 10 µM; in the data active = response below about 60% or above about 140%; inactive = in between;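 also: Galphao activated as the GDP aluminium fluoride complex binding bead-coupled RGS8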
RGS4-Gao reg = modulators of RGS4 binding to Galphao, primary screen, biochemical, multiplexed bead flow cytometry; actives lie on both sides; binding response (% of control), % at 10 µM; AID 1415, 2008; actives 0.33% (n = 220,000); Guanine nucleotide-binding protein G(o) subunit alpha (Homo sapiens), P09471; in the data active = binding response below about 49% or above about 150%; inactive = in between;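 also: fluorescent Galphao activated with aluminum fluoride binding bead-coupled RGS4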
Bim-Mcl-1 = inhibitors of Bim peptide binding to Mcl-1, primary screen, biochemical, bead-based flow cytometry, multiplex. Induced myeloid leukemia cell differentiation protein Mcl-1 (Homo sapiens), Q07820. AID 1009, 2008. Bim peptide-Mcl-1 binding. inhibition, % at 10 µM. actives 0.1% (n = 190,000); in the data active = inhibition above about 40%;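 also: 0% = no compound tracer wells and 100% = peptide blocker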
Mcl1-Bid inh = Mcl-1/Bid binding inhibitors, primary screen, biochemical, TR-FRET, 1536-well; TR-FRET Mcl-1/Bid-Dy647 peptide binding; Induced myeloid leukemia cell differentiation protein Mcl-1 (Homo sapiens), Q07820; actives 0.97% (n = 220,000); inhibition, % at 21.7 µM;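 active = compounds that cut the binding signal by more than half at the single screening dose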;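 also: His-tagged Mcl-1 with europium anti-His antibody binding Bid BH3 peptide; 0% = Mcl-1 plus peptide wells and 100% = peptide-only wells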
GSH fluor = compound fluorescence on glutathione beads, profiling panel, artefact control, biophysical, 488/530 nm, flow cytometry; actives 0.25% (n = 190,000); GSH beads flow cytometry, compound fluorescence 488/530 nm; hits give high values; fluorescence (KMESF) at 10 µM; AID 1776, 2009; in the data active = fluorescence above about 89;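 also: glutathione beads carrying GST-tagged Bcl family fusion proteins plus one bare bead set; values are compound well signal with DMSO vehicle wells as background; inactives centre near 16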
Pf gametocyte = late stage P. falciparum gametocyte viability inhibitors, primary screen, ATP luminescence, HTS | P. falciparum stage V gametocytes, 24 h | inhibition, % at 10.9 µM | actives 0.065% (n = 150,000);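 active = inhibition above the mean plus 3 SD of compounds within the control limits, set per campaign, cut at about 38% in these data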;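 also: 0% = DMSO wells and 100% = medium only without gametocytes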
Active calls of the source: *; ? = inconclusive; · = no result given; & = joins results of further samples.

Molecule,Bim-Mcl-1,RGS7-Gao reg,ABCB1 block,Mcl1-Bid inh,Pf gametocyte,Mcl1 Noxa PPI,ABCG2 inh,RGS8-Gao reg,GSH fluor,Avidin bead fluor,RGS4-Gao reg
N#CCCCn1c(O)c(N=NC(=O)C(O)c2ccccc2)c2ccccc21 (stereo not given),·,?,·,-13,5,7,·,100,·,7,105
C/C(=N\Nc1cccc2cccnc12)c1ccc(N)cc1,1,98,0.5,-45,2,16,3,99,10,6,100
Cc1noc(C)c1COc1ccc(C(=O)OCC(=O)NC(=O)C2COc3ccccc3O2)cc1 (stereo not given),-10,98,1.2,-26,-6,11,24,99,27,11,98
COc1ccc(S(=O)(=O)N2CCCCCC2)cc1,0,97,-0.4,-13,·,-7,2,97,41,7,101
C=CCN(CC=C)CCOc1ccccc1,2,100,1.1,1,3,20,26,102,4,13,102
O=C(/C=C/c1cccs1)Nc1cccnc1,-6,94,0.2,-38,-1,11,1,98,5,1,94
S=C(NC1CCCCC1)N1CCOCC1,·,?,·,-43,-9,2,·,104,·,8,103
CC(C)(C)SCCNS(=O)(=O)c1ccc(F)cc1,0,111,0.5,-22,·,-5,1,101,23,14,103
COc1ccc(CNC(=O)C2CCC(CNS(=O)(=O)c3cccc4nsnc34)CC2)cc1 (stereo not given),0,101,0.4,-9,·,6,1,103,18,6,101
CCOC(=O)N1CCN(c2cc3[nH]c(=S)[nH]c3cc2F)CC1,-1,108,-0.3,-92,·,-3,7,97,46,9,102
CCn1nnnc1Oc1ccc(Cl)cc1,-4,102,0.1,-17,·,7,1,98,13,36,101
O=P(O)(O)CCP(=O)(c1ccccc1)c1ccccc1,3,106,0.5,4,·,5,1,103,16,38,101
CSc1nc2cc(C)nn2c(-c2ccc(C(C)(C)C)cc2)c1C#N,·,?,·,-9,5,-12,·,99,·,5,99
C=CCNC(=O)COC(=O)c1ccc(Cl)c(S(N)(=O)=O)c1,-3,100,0.5,-15,-2,0,1,101,9,22,98
COc1ccc(OC)c(NC(=O)c2cc(S(=O)(=O)NCc3ccco3)ccc2F)c1,-2,102,0.6,-13,12,11,34,100,24,37,99
COc1ccc(-n2nnnc2SCC(=O)Nc2nnc(C)s2)cc1OC,0,98,0.3,-4,·,4,3,102,25,14,102
Cc1ccc(-c2cc3nn(-c4ccccc4)c(N)c3c(=O)o2)cc1,1,107,0.5,0,-6,47,2,102,16,47,102
O=C(O)CSc1cnc2ccccc2n1,1,101,0.0,-21,·,-3,1,104,7,9,100
Cc1ccc(S(=O)(=O)c2c(N)n(CCN3CCOCC3)c3nc4ccccc4nc23)cc1C,2,100,5.7,5,2,-60,5,104,29,11,100
CCOC(=O)c1[nH]c2ccccc2c1NC(=O)CN1CCCCC1,-3,101,1.0,-21,-5,4,28,99,32,11,100
O=C(CSc1n[nH]c(-c2ccccc2O)n1)N1CCOCC1,-2,102,0.1,-22,-18,10,3,98,11,3,101
O=C(NCc1ccco1)c1ccc(CS(=O)(=O)Cc2ccc(F)cc2)o1,0,97,0.4,-1,·,2,3,101,15,19,99
C=CCN(C(=O)CNC(=O)c1ccco1)C(C(=O)NC1CCCCC1)c1ccccc1F (stereo not given),-3,101,0.5,1,·,6,3,100,38,6,94
Brc1ccc(-c2csc(N/N=C/c3ccco3)n2)cc1,-1,100,-0.9,-30,-26,16,4,102,11,11,102
CCOC(=O)/C=C/CN(C(=O)OC(C)(C)C)S(=O)(=O)N1CC=CC1,·,?,·,-34,-2,-18,·,99,·,9,100
COc1cc2[nH]c3c(=O)n4c(nc3c2cc1OC)SCCC4,1,96,1.6,-14,0,24,5,101,13,6,100
O=C(Nc1ccccc1N1CCCC1)c1ccc(Br)o1,-3,109,-0.2,-7,5,29,6,101,28,9,107
Cn1c(SCC(=O)NCc2ccccc2)nc2ccccc21,-10,94,1.2,-7,-17,17,16,98,31,12,94
N#CC1=C(N)N(c2ncn[nH]2)C2=C(C(=O)CCC2)C1c1ccccc1 (stereo not given),0,103,0.1,-39,7,23,0,108,17,12,103
CCOC(=O)C1=C(C)Nc2nnnn2C1c1c[nH]c2ccccc12 (stereo not given),-5,96,0.1,-18,6,4,1,100,12,21,101
Cc1ccc(C(=O)C2=C(O)C(=O)N(c3ncccn3)C2c2ccc(Cl)cc2)o1 (stereo not given),-3,95,0.4,-9,17,21,6,99,62,8,98
O=C(Cc1n[nH]c(=O)c2ccccc12)OCc1c(Cl)cccc1Cl,·,?,·,-2,6,-43,·,98,·,2,96
CCOC(=O)c1sc(NC(=O)C(C)C)c(C#N)c1C,-8,97,-0.6,-16,23,-15,-1,90,13,5,97
CCCNC(=O)CSc1nccn1Cc1ccc(OC)cc1,-2,105,1.0,-30,6,-5,4,101,11,6,99
CCCNC(=O)NC(=O)CN1C(=O)NC(C)(c2ccc(C)cc2)C1=O (stereo not given),-4,101,0.8,-14,4,-5,11,100,37,15,101
CC(C)NC(=O)c1ccccc1NC(=O)c1ccccc1N(C)S(C)(=O)=O,0,103,1.0,-26,-10,14,4,101,22,18,103
Cc1ccc(-c2nc(N)sc2C)cc1,-5,99,0.0,-27,-5,17,1,101,13,13,101
Cc1ccc(S(=O)(=O)NCc2c(-c3ccccc3)c3cc(Cl)ccc3[nH]c2=O)cc1,-3,87,-0.1,-14,·,1,1,76,10,3,78
Cc1nnsc1C(=O)N1CCC(C(=O)c2ccccc2)CC1,·,?,·,0,16,1,·,97,·,3,86
COc1ccc(CNC(=O)COC(=O)C2CC3C=CC2C3)cc1 (stereo not given),1,96,0.5,-22,-13,17,7,91,12,6,90
CCn1cc([N+](=O)[O-])c(C(=O)Nc2nc(-c3ccc(C)c(C)c3)c(C)s2)n1,0,93,-0.1,-29,·,-7,2,98,52,6,95
Cc1c(C(c2cccs2)c2c(C)n(C)n(-c3ccccc3)c2=O)c(=O)n(-c2ccccc2)n1C,·,?,·,-5,-9,0,·,103,·,7,98
CC1Cc2cc(/C(O)=C3/C(=O)C(=O)N(Cc4ccco4)C3c3cccs3)ccc2O1 (stereo not given),0,94,0.2,-63,·,8,3,98,50,9,97
c1ccc(-n2nnnc2Oc2ccc(-c3nnco3)cc2)cc1,-2,99,0.3,-15,·,7,1,98,17,23,98
O=C(c1cc([N+](=O)[O-])ccc1Cl)N1CCN(c2ccc([N+](=O)[O-])cc2)CC1,-6,93,0.4,-12,-9,17,2,92,6,2,99

The final two compounds of the section above open the next one.
Molecule,Bim-Mcl-1,RGS7-Gao reg,ABCB1 block,Mcl1-Bid inh,Pf gametocyte,Mcl1 Noxa PPI,ABCG2 inh,RGS8-Gao reg,GSH fluor,Avidin bead fluor,RGS4-Gao reg
c1ccc(-n2nnnc2Oc2ccc(-c3nnco3)cc2)cc1,-2,99,0.3,-15,·,7,1,98,17,23,98
O=C(c1cc([N+](=O)[O-])ccc1Cl)N1CCN(c2ccc([N+](=O)[O-])cc2)CC1,-6,93,0.4,-12,-9,17,2,92,6,2,99
Cc1cc(C)c(C#N)c(N2CCN(Cc3ccc4c(c3)OCO4)CC2)n1,-8,105,0.5,-30,·,4,2,112,26,7,106
CCN(CC)c1ccc(S(=O)(=O)N2CCOCC2)cc1NC(=O)CN1CCc2ccccc2C1,0,102,2.2,-28,13,7,1,100,11,6,102
O=C(N/N=C\c1ccc(OC(=O)c2cccs2)cc1)c1ccc(Cl)cc1,0,105,-0.4,-8,-7,-92,-3,99,2,5,97
CN1[C@@H](CC(=O)c2ccccc2)CCC[C@H]1C[C@H](O)c1ccccc1,-2&-1,100&109,0.7,26&-1,·,30&1,0&0,101&102,22&66,10&8,101&101
O=C(CSC(=S)N1CCCCC1)Nc1nc(-c2ccccc2)c(-c2ccccc2)o1,-4,103,2.0,-8,-7,-4,8,98,25,9,101
CCOC(=O)c1cc(NC(=O)c2ccoc2C)cc(C(=O)OCC)c1,-3,97,1.4,-17,19,13,8,99,26,11,96
Nc1nnc(CCCCCCCCCCc2nnc(N)s2)s1,2,99,0.3,-2,-21,-27,1,98,9,8,102
CCN(CC)CCOC(=O)c1ccc(N/C=C(/C#N)c2nc(-c3ccc(OC)cc3)cs2)cc1,·,?,·,10,-24,20,·,103,·,6,103
CC(=O)Nc1ccccc1C(=O)N1CCc2ccccc21,-2,95,0.6,-28,-5,-6,2,98,20,8,97

Structural class, the entries above containing an NH in an aromatic ring.
Molecule,Bim-Mcl-1,RGS7-Gao reg,ABCB1 block,Mcl1-Bid inh,Pf gametocyte,Mcl1 Noxa PPI,ABCG2 inh,RGS8-Gao reg,GSH fluor,Avidin bead fluor,RGS4-Gao reg
CCOC(=O)N1CCN(c2cc3[nH]c(=S)[nH]c3cc2F)CC1,-1,108,-0.3,-92,·,-3,7,97,46,9,102
CCOC(=O)c1[nH]c2ccccc2c1NC(=O)CN1CCCCC1,-3,101,1.0,-21,-5,4,28,99,32,11,100
O=C(CSc1n[nH]c(-c2ccccc2O)n1)N1CCOCC1,-2,102,0.1,-22,-18,10,3,98,11,3,101
COc1cc2[nH]c3c(=O)n4c(nc3c2cc1OC)SCCC4,1,96,1.6,-14,0,24,5,101,13,6,100
N#CC1=C(N)N(c2ncn[nH]2)C2=C(C(=O)CCC2)C1c1ccccc1 (stereo not given),0,103,0.1,-39,7,23,0,108,17,12,103
CCOC(=O)C1=C(C)Nc2nnnn2C1c1c[nH]c2ccccc12 (stereo not given),-5,96,0.1,-18,6,4,1,100,12,21,101
O=C(Cc1n[nH]c(=O)c2ccccc12)OCc1c(Cl)cccc1Cl,·,?,·,-2,6,-43,·,98,·,2,96
Cc1ccc(S(=O)(=O)NCc2c(-c3ccccc3)c3cc(Cl)ccc3[nH]c2=O)cc1,-3,87,-0.1,-14,·,1,1,76,10,3,78
